mHTT CaM bind – mutant huntingtin-calmodulin interaction inhibitors – biochemical, AlphaScreen, primary screen; P42858; AlphaScreen His-mHTT/GST-CaM binding, luminescence; inhibition, % at 15 µM; hit rate 3.6% among 190,000; AID 1671202, 2021;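 further: 0% = both proteins with DMSO and 100% = one protein alone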
Target sequence (P42858 whole entry, looked up, stated change not applied): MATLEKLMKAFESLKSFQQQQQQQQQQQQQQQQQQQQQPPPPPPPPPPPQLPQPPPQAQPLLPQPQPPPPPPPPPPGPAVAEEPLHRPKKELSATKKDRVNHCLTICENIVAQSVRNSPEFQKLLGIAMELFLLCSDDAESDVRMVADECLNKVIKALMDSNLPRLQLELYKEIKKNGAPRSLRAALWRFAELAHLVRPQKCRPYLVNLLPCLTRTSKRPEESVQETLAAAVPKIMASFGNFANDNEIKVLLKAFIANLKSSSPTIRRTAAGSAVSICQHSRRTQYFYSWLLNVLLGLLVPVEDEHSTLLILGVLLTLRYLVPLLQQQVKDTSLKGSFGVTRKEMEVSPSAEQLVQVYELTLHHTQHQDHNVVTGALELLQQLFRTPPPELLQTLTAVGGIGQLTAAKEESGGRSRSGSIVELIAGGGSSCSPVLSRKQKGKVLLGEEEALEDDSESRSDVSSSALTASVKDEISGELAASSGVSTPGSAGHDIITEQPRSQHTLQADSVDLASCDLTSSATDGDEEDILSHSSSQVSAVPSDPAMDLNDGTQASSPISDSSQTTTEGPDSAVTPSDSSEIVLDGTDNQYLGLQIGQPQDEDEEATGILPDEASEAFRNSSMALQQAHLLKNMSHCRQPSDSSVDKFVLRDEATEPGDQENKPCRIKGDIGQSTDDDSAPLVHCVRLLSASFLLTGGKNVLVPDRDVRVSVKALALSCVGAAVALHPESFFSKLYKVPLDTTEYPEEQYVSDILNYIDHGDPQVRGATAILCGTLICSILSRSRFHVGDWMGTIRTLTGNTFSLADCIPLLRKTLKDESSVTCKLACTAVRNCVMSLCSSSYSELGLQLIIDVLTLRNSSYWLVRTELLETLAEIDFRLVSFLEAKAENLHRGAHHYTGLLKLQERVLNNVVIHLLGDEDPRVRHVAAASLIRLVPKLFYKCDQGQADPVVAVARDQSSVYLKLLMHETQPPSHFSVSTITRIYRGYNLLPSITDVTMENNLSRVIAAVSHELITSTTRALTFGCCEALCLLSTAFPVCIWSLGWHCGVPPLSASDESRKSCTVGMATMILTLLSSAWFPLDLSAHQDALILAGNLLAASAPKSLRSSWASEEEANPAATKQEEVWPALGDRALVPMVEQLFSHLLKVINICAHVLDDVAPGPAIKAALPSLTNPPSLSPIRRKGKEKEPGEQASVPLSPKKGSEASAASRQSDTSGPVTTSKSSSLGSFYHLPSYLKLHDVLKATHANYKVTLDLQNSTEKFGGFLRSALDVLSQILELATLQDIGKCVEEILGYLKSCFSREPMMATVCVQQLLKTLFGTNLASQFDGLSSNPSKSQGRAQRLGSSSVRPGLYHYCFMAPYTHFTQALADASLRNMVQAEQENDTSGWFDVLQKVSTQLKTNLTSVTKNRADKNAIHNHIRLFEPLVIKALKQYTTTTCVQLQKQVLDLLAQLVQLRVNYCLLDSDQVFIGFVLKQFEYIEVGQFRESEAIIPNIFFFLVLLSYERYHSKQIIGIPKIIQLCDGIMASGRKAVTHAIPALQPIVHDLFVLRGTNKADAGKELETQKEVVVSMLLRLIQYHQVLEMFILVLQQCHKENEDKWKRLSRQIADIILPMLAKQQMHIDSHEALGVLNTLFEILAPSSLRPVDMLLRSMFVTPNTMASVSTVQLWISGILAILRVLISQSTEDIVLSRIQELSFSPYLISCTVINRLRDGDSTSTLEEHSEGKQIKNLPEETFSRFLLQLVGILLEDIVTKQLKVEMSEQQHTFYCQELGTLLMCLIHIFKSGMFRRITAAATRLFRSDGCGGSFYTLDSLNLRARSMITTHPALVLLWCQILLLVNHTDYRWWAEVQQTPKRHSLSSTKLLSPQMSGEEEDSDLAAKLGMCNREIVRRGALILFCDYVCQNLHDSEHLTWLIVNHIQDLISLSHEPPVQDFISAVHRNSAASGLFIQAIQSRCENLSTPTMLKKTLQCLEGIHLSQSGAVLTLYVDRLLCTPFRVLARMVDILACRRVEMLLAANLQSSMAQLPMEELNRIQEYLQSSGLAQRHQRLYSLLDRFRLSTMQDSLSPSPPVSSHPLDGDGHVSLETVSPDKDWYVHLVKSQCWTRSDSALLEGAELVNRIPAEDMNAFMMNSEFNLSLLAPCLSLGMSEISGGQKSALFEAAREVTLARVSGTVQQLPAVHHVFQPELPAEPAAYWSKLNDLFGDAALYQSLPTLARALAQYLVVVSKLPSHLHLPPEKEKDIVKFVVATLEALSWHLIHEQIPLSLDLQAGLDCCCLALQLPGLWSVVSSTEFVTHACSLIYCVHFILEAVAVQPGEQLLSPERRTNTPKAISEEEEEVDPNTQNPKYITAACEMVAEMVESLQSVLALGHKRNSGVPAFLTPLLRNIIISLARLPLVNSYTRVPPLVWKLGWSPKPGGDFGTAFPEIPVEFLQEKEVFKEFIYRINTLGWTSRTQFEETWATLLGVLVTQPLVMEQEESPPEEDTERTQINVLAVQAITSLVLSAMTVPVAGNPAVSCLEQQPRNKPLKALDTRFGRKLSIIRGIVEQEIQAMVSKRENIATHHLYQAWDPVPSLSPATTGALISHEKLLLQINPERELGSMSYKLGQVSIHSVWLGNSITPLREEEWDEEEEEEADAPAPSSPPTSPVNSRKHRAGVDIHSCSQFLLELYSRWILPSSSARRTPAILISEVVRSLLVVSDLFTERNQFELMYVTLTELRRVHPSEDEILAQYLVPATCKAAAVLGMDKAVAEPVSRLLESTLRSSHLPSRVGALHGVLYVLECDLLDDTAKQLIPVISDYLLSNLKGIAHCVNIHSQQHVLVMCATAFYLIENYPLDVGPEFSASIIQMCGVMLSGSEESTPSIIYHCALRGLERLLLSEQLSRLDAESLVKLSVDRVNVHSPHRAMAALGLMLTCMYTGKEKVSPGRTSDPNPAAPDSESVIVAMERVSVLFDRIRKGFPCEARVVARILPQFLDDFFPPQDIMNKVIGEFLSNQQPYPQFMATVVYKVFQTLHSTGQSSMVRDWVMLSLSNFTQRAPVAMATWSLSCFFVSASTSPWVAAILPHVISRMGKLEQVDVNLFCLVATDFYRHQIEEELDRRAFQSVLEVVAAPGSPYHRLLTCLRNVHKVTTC
Pf apPOL block – Pf-apPOL inhibitors, biochemical, fluorescence | Plasmodium falciparum apicoplast DNA polymerase (apPOL) | Recombinant Pf-apPOL, molecular beacon fluorescence, 1.5 h | inhibition, % at 10 µM | hit rate 0.25% among 210,000
Numbers without * were called inactive; · = not tested or not shown; & = joins results of further samples. No stated cut-off is given here; in the data, active means inhibition above about 50%; inactive means the rest.

The line under a structure holds: mHTT CaM bind	Pf apPOL block
[1] CCCN1C(=O)C(C(C)C)NC12CCNCC2 (centres undefined)
  -6	0
[2] Cc1ccc(-c2nc(-c3cc4ccccc4oc3=O)sc2C)cc1
  -22	-5
[3] CCOC(=O)Cc1csc(NC(=O)COc2cccc3c2OC(C)(C)C3)n1
  -13	0
[4] CN(NC(=O)c1ccc(Cl)cc1)c1cnn(C)c(=O)c1Cl
  ·	-3
[5] CCc1ccc(NC(=O)CN2C(=O)C(c3ccc(OC)cc3)=NC2(C)C)cc1
  -2	-3
[6] Cc1ccc(CNC(=O)c2ccc3c(c2)N(C)C(=O)C2CCCCN32)cc1 (centres undefined)
  7	-4
[7] COCc1cc(=O)n2[nH]c(-c3ccccc3)c(-c3ccccc3)c2n1
  15	6
[8] COc1cccc(Oc2ccc(OC)cc2C(=O)NN)c1
  ·	-8
[9] Cc1ccccc1CC(=O)N1CCCC1COc1ccc(C(=O)NC(C)C)cc1 (centres undefined)
  7	-2
[10] COc1ccc(NC(=O)CCCn2c(=O)c3sccc3n(Cc3ccccc3)c2=O)cc1
  -2	-1

Of the compounds above, three contain sulfur.
The line under a structure holds: mHTT CaM bind	Pf apPOL block
[2] Cc1ccc(-c2nc(-c3cc4ccccc4oc3=O)sc2C)cc1
  -22	-5
[3] CCOC(=O)Cc1csc(NC(=O)COc2cccc3c2OC(C)(C)C3)n1
  -13	0
[10] COc1ccc(NC(=O)CCCn2c(=O)c3sccc3n(Cc3ccccc3)c2=O)cc1
  -2	-1

Next section
The line under a structure holds: mHTT CaM bind	Pf apPOL block
[11] CC(C)(C)CC(=O)Nc1cccc(I)c1
  -4	-5
[12] CCCc1nc2ccccc2c(=O)n1N
  -3	2
[13] COc1ccc(OC)c(COCC(O)CN2CCN(c3cccc(Cl)c3)CC2)c1 (centres undefined)
  41	-2
[14] Cc1ccc(C(=O)Nc2ccc3c(c2)OCO3)o1
  10	-3
[15] C=C(C)COc1cc2c(C(=O)OCC)c(C(C)(C)C)oc2cc1Br
  -12	-4
[16] CCOc1cc(C(=O)Nc2cccc(NC(=O)c3ccco3)c2)cc(OCC)c1OCC
  20	2
[17] COc1ccc(/C=C2/C=C(c3ccccc3)OC2=O)cc1
  23	6
[18] CCN(CC)CCn1c2ccccc2c2cnc(N=CN(C)C)c(C#N)c21
  44	-1
[19] COc1ccc(C(=O)NCCC23CC4CC(CC(C4)C2)C3)cc1
  -29	-2
[20] O=c1c(Cl)c(O)c2cccc3c4ccccc4n1c23
  46	0
[21] CCc1nccn1Cc1noc(-c2ccc(C)cc2)n1
  -3	0
[22] Cc1nn(C(=O)COc2ccc(Cl)cc2)c(C)c1Sc1ccccc1
  1	-8
[23] COc1ccc(CNC(=O)c2ccc(N3CC4CC(C3)c3cccc(=O)n3C4)c(N)c2)cc1 (centres undefined)
  1	-2
[24] COc1cccc(NC(=O)CN2CCN(c3nc4ccc([N+](=O)[O-])cc4s3)CC2)c1
  7	-6
[25] CCCCCOc1ccc(C(=O)N2CCCCC2CCN2CCOCC2)cc1 (centres undefined)
  12	-3
[26] COc1ccc(NC(=O)c2nc(C)oc2C)c(OC)c1
  -4	-8
[27] CCn1c(C2CCN(S(=O)(=O)c3ccc(CC(C)C)cc3)C2)nc2cccnc21 (centres undefined)
  19	-1
[28] Cc1cc(F)ccc1NC(=O)C1CCN(c2cc(C(=O)Nc3ccccc3F)ccn2)CC1
  9	0
[29] CCOc1cccc2c1OC(c1ccc(OC)cc1)N1N=C(c3ccco3)CC21 (centres undefined)
  42	-23
[30] COc1cc(NC(=O)c2c(-c3ccccc3Cl)noc2C)c(OC)cc1Br
  3	6
[31] CCCCCCSc1nc(C)cc(COC)c1C#N
  -228	-2
[32] Nc1nc2[nH]c(=O)[nH]c(=O)c2s1
  1	-6
[33] O=C(c1c(F)c(F)c(F)c(F)c1F)N1CCCCCC1
  -6	-4
[34] COc1cc(NC(=O)c2c(-c3ccccc3Cl)noc2C)c(OC)cc1Cl
  -1&-4	-2&-3
[35] CN(Cc1ccccc1)C(=O)C1CC(=O)N(CCc2c[nH]c3ccc(Cl)cc23)C1 (centres undefined)
  62*	5
[36] O=C(NCc1ccccc1)c1nc2ccccn2c1-c1ccsc1
  -12	-1
[37] O=S(=O)(NCC1CCN(S(=O)(=O)c2ccccc2)CC1)c1cccc2nonc12
  ·	-2&-1
[38] COc1ccc(-c2noc(C3CCCN3C(=O)Nc3ccccc3C)n2)cc1 (centres undefined)
  2	1
[39] COCCn1c(C2CCN(S(=O)(=O)c3ccc(C)cc3C)C2)nc2cccnc21 (centres undefined)
  4	-8
[40] Cc1ccc(NC(=O)Cc2nnc(NC(=O)Nc3ccc(Cl)cc3Cl)s2)cc1
  -2	-4
[41] COc1ccc(C2SCCN2S(=O)(=O)c2cccc([N+](=O)[O-])c2)cc1OC (centres undefined)
  16	-5
[42] CCCC(=O)Nc1ccc(C(N)=O)cc1
  -4	-6
[43] O=C(Nc1nccs1)c1cc2ccccc2oc1=Nc1ccccc1
  -5	1
[44] CCOC(=O)NNC(=O)NCCCc1ccc2ccc3cccc4ccc1c2c34
  ·	-11
[45] CC(=O)N1CCc2ccc(C(=O)NC3CCCCC3)cc21
  0	3
[46] CC(=O)N1CCCc2ccc(NC(=O)c3ccc(Br)o3)cc21
  -6	-6
[47] O=C(Nc1nnc(C2CC(=O)N(c3ccc(F)cc3)C2)o1)c1ccccc1F (centres undefined)
  61*	1
[48] CCc1ccc(CNC(=O)CC2CCN(C(=O)c3[nH]c(C)c(C)c3C)CC2)cc1
  16	3
[49] COCCCNC(=O)C(C)C1CCN(C(=O)c2sc(-c3ccc(F)cc3)nc2C)CC1 (centres undefined)
  11	3
[50] CC(C)(C)n1nc2c(c1NC(=O)c1c(F)cccc1F)CSC2
  29	-7

Entries of single compounds as entered above.
CCCC(=O)Nc1ccc(C(N)=O)cc1 in the list: mHTT CaM bind: -4; Pf apPOL block: -6
CC(=O)N1CCc2ccc(C(=O)NC3CCCCC3)cc21 in the list: mHTT CaM bind: 0; Pf apPOL block: 3

Returning to the listing, repeating the four entries before the break.
The line under a structure holds: mHTT CaM bind	Pf apPOL block
[47] O=C(Nc1nnc(C2CC(=O)N(c3ccc(F)cc3)C2)o1)c1ccccc1F (centres undefined)
  61*	1
[48] CCc1ccc(CNC(=O)CC2CCN(C(=O)c3[nH]c(C)c(C)c3C)CC2)cc1
  16	3
[49] COCCCNC(=O)C(C)C1CCN(C(=O)c2sc(-c3ccc(F)cc3)nc2C)CC1 (centres undefined)
  11	3
[50] CC(C)(C)n1nc2c(c1NC(=O)c1c(F)cccc1F)CSC2
  29	-7
[51] CC(Cl)C(=O)N(C)c1ccc(-c2onc3c2CCc2ccccc2-3)cc1 (centres undefined)
  14	-3
[52] CC1CC(C)CN(CC(O)COC2CCCC2C)C1 (centres undefined)
  -7	1
[53] O=C(Nc1ccc(F)cc1)C1CC(=O)N(Cc2ccc(F)cc2)C1 (centres undefined)
  -2	-2
[54] O=C(CC1CCN(C(=O)c2ccccc2)CC1)NCc1cccc(F)c1
  -6	-3
[55] N=c1oc2c(Cl)cc(Cl)cc2cc1C(=O)Nc1ccc(F)cc1
  18	2
[56] Cc1cc(C(F)(F)F)nn1CC(=O)N1CCCC1c1cc(C(C)C)on1 (centres undefined)
  3	-1
[57] C=C(C)CNC(=O)c1cc(-c2ccc3c(c2)OCO3)on1
  -5	-3
[58] COc1cccc(CNS(=O)(=O)c2cc(Br)cc3c2N(C(=O)C2CC2)CC3)c1
  2	-4
[59] COc1ccc(/C=C2\SC(=O)N(CNc3cc(C)ccc3C)C2=O)cc1OC
  28	2
[60] COC(=O)c1nc2n(n1)C(c1ccc(OC)c(OC)c1OC)C1=C(CCCC1=O)N2 (centres undefined)
  -1	0
[61] COC(=O)C1=C(N)OC2=C(C(=O)CC(C)(C)C2)C1c1cccc(OC)c1 (centres undefined)
  -2&-3	0&1
[62] CC1(C)OC(=O)C(C(c2ccccc2)C(C#N)C(N)=O)=C(O)O1 (centres undefined)
  -3	-4
[63] O=S(=O)(Nc1ccccc1Sc1nc2ccc(Cl)cc2s1)c1ccc2c(c1)CCO2
  ·	-6
[64] COc1ccc(NC2OC(=O)c3ccccc32)cc1 (centres undefined)
  8	-9
[65] CC1=C(C(=O)Nc2c(F)c(F)cc(F)c2F)C2(CCCCC2)OC1=O
  -11	3
[66] Clc1cccc(Cl)c1-c1noc(CSc2nc3ccccc3o2)n1
  -4	·
[67] Cc1cc(C)nc(N=C(N)Nc2cccc(C)c2Cl)n1
  4	-18
[68] O=C(Nc1ccc(-c2noc(-c3cccs3)n2)cc1)c1ccc(Br)o1
  4	-5
[69] Cc1ccc(C(=O)C(O)(O)C(F)(F)F)cc1
  ·	-10
[70] Cc1[nH]n(-c2ccc([N+](=O)[O-])cc2)c(=O)c1C=NCCc1ccc(S(N)(=O)=O)cc1
  5	0

Part of the list above, with one line to a screen.
(63) O=S(=O)(Nc1ccccc1Sc1nc2ccc(Cl)cc2s1)c1ccc2c(c1)CCO2
(64) COc1ccc(NC2OC(=O)c3ccccc32)cc1 (centres undefined)
(65) CC1=C(C(=O)Nc2c(F)c(F)cc(F)c2F)C2(CCCCC2)OC1=O
(66) Clc1cccc(Cl)c1-c1noc(CSc2nc3ccccc3o2)n1
(67) Cc1cc(C)nc(N=C(N)Nc2cccc(C)c2Cl)n1

| assay / entry | 63 | 64 | 65 | 66 | 67 |
| --- | --- | --- | --- | --- | --- |
| mHTT CaM bind | · | 8 | -11 | -4 | 4 |
| Pf apPOL block | -6 | -9 | 3 | · | -18 |

Next compounds:
The line under a structure holds: mHTT CaM bind	Pf apPOL block
[71] CCn1c(=O)c2c(ncn2C(C)C)n(-c2ccc(C)cc2)c1=O
  -3	-2
[72] CC(=O)C1=C(O)C(=O)N(c2ccc(S(N)(=O)=O)cc2)C1c1ccc(F)cc1 (centres undefined)
  3	-7
[73] COC(=O)c1cc(NC(=O)c2cc(C(C)(C)C)nn2Cc2ccc(F)cc2)ccc1N1CCOCC1
  ·	6&-13
[74] O=C(NCc1cccs1)C1CC(=O)N(c2ccc3c(c2)CCN3C(=O)C2CC2)C1 (centres undefined)
  -2	-6
[75] CC1Oc2ccccc2OC1C(=O)Nc1ccc([N+](=O)[O-])cc1 (centres undefined)
  -2	-16
[76] C=CCN(CC=C)S(=O)(=O)c1ccc(F)cc1
  -23	·
[77] O=C(O)c1nccnc1C(=O)Nc1cc([N+](=O)[O-])ccc1O
  6	2
[78] COc1ccccc1CNC(=O)c1c[nH]n2c(=O)c3c(nc12)CCC3
  16	-10
[79] Cn1nc(-c2nc(-c3ccccc3F)no2)c2c1CCN(C(=O)C1CCC1)C2
  -1	-2
[80] COc1ccc(-c2cc3n(n2)CCCN(Cc2ccoc2)C3)cc1
  13	-3
[81] Cc1cc(Cl)ccc1N(CC(=O)Nc1ccc(F)cc1)S(C)(=O)=O
  -2	-5
[82] CCOC(=O)C1CCN(Cc2oc(CO)cc(=O)c2O)CC1
  -1	-8
[83] CC(NC(=O)c1cc2c(s1)CCN(C(=O)c1ccccc1)C2)c1ccccc1 (centres undefined)
  11	-2
[84] CCOC(=O)C(=O)NCC(c1cccs1)N1CCc2ccccc21 (centres undefined)
  -5	3
[85] O=C(NCCCc1ccccc1)c1ccccc1F
  -5	-4
[86] Cc1ccc(-c2n[nH]c(C)c2NC(=O)C2CCCC2)c(C)c1
  -6	-5
[87] Cn1cccc1C(=O)N1CCc2c(nc3cc(-c4ccccc4Cl)[nH]n3c2=O)C1
  48	0
[88] CCNC(=O)C1CCN(c2ccccc2-c2ccccc2)C1=O (centres undefined)
  -2	-5
[89] Cc1cc(F)ccc1NC(=O)c1cn2c(n1)CSCC2
  9	-5
[90] CCCCCCN1C[C@@H](O)[C@H](n2cc(C3CC3)nn2)C[C@@H]1c1ccc(OC)cc1
  12	-7
[91] COc1cccc(/C=c2\sc3n(c2=O)CN(c2ccc([N+](=O)[O-])cc2)CN=3)c1
  11	-1
[92] CC1CN(C(=O)c2ccccn2)CC1c1nc(-c2ccccc2)no1 (centres undefined)
  6	2
[93] CCC(CC)C(=O)Nc1c2c(nn1C(C)(C)C)CS(=O)(=O)C2
  -2	-3
[94] COCC(C)(O)CNC(=O)Cc1cccc(C)c1 (centres undefined)
  -13	-6
[95] COc1cc(C=Nc2ccc(C)cc2O)ccc1O
  77*	-4
[96] CCCN1CCC(=O)N(CCOc2ccccc2)CC1
  -1	-3
[97] OCCN(CCO)c1ncnc2c1cnn2-c1ccc(Cl)cc1
  12	-7
[98] Cc1c(Cl)cccc1NC(=O)C(=O)NC(C)c1ccccc1 (centres undefined)
  -3	-5
[99] Cc1[nH][nH]c(=O)c1C(c1ccccc1[N+](=O)[O-])C(C#N)C#N (centres undefined)
  5	-1
[100] CCOc1ccc(N2CCN(C(=O)c3ccc(Cl)cc3)C(C)C2=O)cc1 (centres undefined)
  -4	5
[101] CCN1CCN(c2ncc(C(=O)NC(C)C)c3ccccc23)CC1
  -7	-5
[102] COc1cc(/C=C2\SC(=NS(=O)(=O)c3ccc(C)cc3)NC2=O)cc(OC)c1OC
  36	0
[103] c1cc2c(cc1N=C1SCC3CCCCN13)OCO2 (centres undefined)
  ·	2
[104] Cc1ccc(C(C)(C)C)c(OCC(=O)O)c1
  3	-3
[105] CCc1nc(C2CCCN(C(=O)CCc3c(C)noc3C)C2)n[nH]1 (centres undefined)
  2	3
[106] CCOCC(=O)N1CCCC(COc2ccc(C(=O)N3CCOCC3)cc2)C1 (centres undefined)
  -6	4
[107] O=C(c1cccc(Cl)c1)N1CCC(=O)N([C@H](COCc2cccc(Cl)c2)Cc2ccccc2)CC1
  100*	-6&2
[108] CC(=O)NS(=O)(=O)c1ccc(NC(=O)COc2ccc([N+](=O)[O-])cc2)cc1
  -4	0
